Screening results (PubChem BioAssay)
DNA FID counter – counter-screen for HCV NS3 helicase inhibitors: DNA intercalator displacement | actives 0.17% (n = 290,000) | inhibition, % at 7.9 µM | DNA fluorescent intercalator displacement, fluorescence; in the data active means inhibition above about 37%;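 further: 0% = vehicle and 100% = reference compound; higher means more ethidium bromide displaced from hairpin DNA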
MEKK2wt PB1 HTS – raises or lowers MEK5 binding to wildtype human MEKK2 PB1 domain; bead flow cytometry, Alexa488-MEK5 binding to MEKK2 WT; actives lie on both sides; binding response (% of control), % at 10 µM; actives 1.1% (n = 290,000); in the data active means binding response below about 67% or above about 130%
MEKK2 mut-MEK5 – signal of MEK5 binding to mutant human MEKK2 PB1 domain; percent response, % at 10 µM; bead flow cytometry, Alexa488-MEK5 binding to MEKK2 mutant; actives 0.35% (n = 290,000); in the data active means percent response above about 24%, passing the limit was not always enough; further: inactives centre near 1; some results filed as inactive read as strong as hits
IMP-1 inh – blocks Pseudomonas aeruginosa IMP-1 metallo-beta-lactamase | inhibition, % at 5.6 µM | actives 0.45% (n = 290,000) | AID 1556 | purified IMP-1, nitrocefin hydrolysis, epi-absorbance fluorescence;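 active means inhibition above the mean plus 3 SD of all compounds in the same screening run, cut at about 4.5% in these data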;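 further: 0% = IMP-1 with DMSO and 100% = DMSO wells lacking enzyme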
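Assay system: purified recombinant IMP-1 beta-lactamase. Input: IMP-1 0.2 nM before substrate addition. Buffer or medium: Zinc- and detergent-supplemented HEPES buffer, pH 7.1. Schedule: 25 °C, 15 min preincubation, 25 min reaction. Signal: Epi-absorbance fluorescence, 480 nm excitation, 530 nm emission. Evaluation: percent inhibition from optical density relative to buffer-blank wells.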
HCV NS3 hel inh – blocks Hepatitis C virus NS3 helicase unwinding; NS3 helicase DNA unwinding, Cy5 molecular beacon fluorescence; inhibition, % at 10.9 µM; actives 0.56% (n = 290,000); AID 1800;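 active means inhibition above the mean of all tested compounds plus 3 SD, set per campaign, cut at about 35% in these data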;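 further: 0% = DMSO wells and 100% = thioflavine S control wells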
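Material: hepatitis C virus NS3 helicase domain fragment enzyme; measured by: Cy5 fluorescence, 0 and 60 min reads; control set: DMSO and thioflavine S; incubation: 60 min unwinding reaction at 25 °C after ATP addition; read-out basis: % inhibition from 60/0 min fluorescence ratio, DMSO 0%, thioflavine S 100%; repeats: singlicate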
UBC9 SUMO inh – inhibitors of human SUMOylation (UBC9). P63279. HTRF SUMOylation assay, SAE1/SAE2 + UBC9, in vitro. inhibition, % at 35 µM. actives 0.36% (n = 290,000). AID 2006; in the data active means inhibition above about 50%, passing the limit was not always enough; further: strong numbers were not always called active
Target sequence (P63279 whole entry, looked up): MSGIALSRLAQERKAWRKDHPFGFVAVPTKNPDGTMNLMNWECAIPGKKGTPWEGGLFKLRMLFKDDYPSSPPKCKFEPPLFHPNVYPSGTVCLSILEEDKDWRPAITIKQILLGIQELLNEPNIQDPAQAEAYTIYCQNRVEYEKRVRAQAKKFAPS
NALP1 yeast inh – NALP1 inhibition; S. cerevisiae NALP1/ASC/caspase-1 growth, X-gal OD620, 72 h; inhibition, % at 10 µM; actives 0.61% (n = 280,000); in the data active means inhibition mostly above about 24%, no sharp cut-off; inactive means mostly below about 32%; further: some compounds called inactive have numbers as strong as hits
PfM18AAP inh – PfM18AAP enzyme inhibition | recombinant PfM18AAP, H-Glu-NHMec fluorogenic cleavage | inhibition, % at 7.35 µM | actives 1.2% (n = 290,000) | AID 1822;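 active means inhibition above the campaign mean inhibition over all tested compounds plus 3 SD, cut at about 28% in these data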;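 further: 0% = plate median of test compound wells and 100% = 2 mM ZnCl2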
VIM-2 inh – blocks Pseudomonas aeruginosa VIM-2 metallo-beta-lactamase; AID 1527; inhibition, % at 5.6 µM; actives 0.89% (n = 290,000); purified VIM-2, nitrocefin hydrolysis, epi-absorbance fluorescence;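 active means inhibition above the mean of all tested compounds plus 3 SD, cutoff set per screening run, cut at about 7.5% in these data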;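 further: red hydrolysis product quenches plate fluorescence so inhibitors raise well fluorescence; 0% = enzyme with DMSO and 100% = DMSO without enzyme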
The depositor's hits bear a star; . = not tested or not shown.

smiles | NALP1 yeast inh | PfM18AAP inh | MEKK2wt PB1 HTS | UBC9 SUMO inh | DNA FID counter | MEKK2 mut-MEK5 | VIM-2 inh | IMP-1 inh | HCV NS3 hel inh
COc1ccc(N2CCN(CC(=O)Nc3c(C)cc(C)cc3C)CC2)cc1 | 9 | 5 | 94 | 11 | -27 | -4 | 0.0 | 0.6 | 0
Cc1sc(NC(=O)c2ccccc2)c(C(=O)N2CCN(C)CC2)c1C | -7 | -6 | 101 | 5 | 10 | 8 | 1.3 | -0.7 | 6
CCOC(=O)CC1C(=O)NCCN1S(=O)(=O)c1ccc(Cl)cc1 (stereo not drawn) | 10 | 4 | 98 | -26 | -4 | -2 | 1.3 | -1.4 | 7
Cc1cccc(CC2SC(N3CCN(c4ccccc4)CC3)=NC2=O)c1 (stereo not drawn) | 32 | -2 | 102 | 5 | -35 | 0 | 0.8 | -2.1 | -3
CC(=O)Nc1ccc(S(=O)(=O)Oc2ccc(N3C(=O)C4CCCCC4C3=O)cc2)cc1 (stereo not drawn) | 27 | -3 | 105 | -12 | -8 | 4 | -2.3 | -4.4 | -9
O=C(NCc1ccco1)c1ccc(Cn2c(=O)c3ccccc3n(Cc3cccc(Cl)c3)c2=O)cc1 | 14 | -3 | 107 | 13 | -6 | 4 | -2.5 | -0.9 | 3
O=C(COC(=O)c1cccs1)NCc1ccc2c(c1)OCO2 | 24 | -5 | 101 | 9 | 1 | 0 | -1.5 | -0.1 | 11
O=C(NCc1ccccc1)Nc1cccn(Cc2ccccc2)c1=O | 13 | 7 | 101 | 51 | -21 | 0 | -2.7 | -2.4 | -12
COc1ccc(-c2nc(CCNS(=O)(=O)c3ccc4c(c3)OCCO4)cs2)cc1 | 19 | -2 | 104 | 16 | -24 | 3 | -4.2 | -3.6 | -2
CC(=O)N1c2c(ccc3ccccc23)C(C)CC12CCCCC2 (stereo not drawn) | -3 | -11 | 103 | -14 | -8 | 10 | -0.8 | -1.6 | 0
CCCCn1c(=S)[nH]c2c(oc3ccc(Cl)cc32)c1=O | -15 | 8 | 92 | 10 | 0 | -6 | -3.5 | -3.3 | -2
CCCCOc1cccc(C(=O)Nc2ccc(NC(=O)c3ccco3)cc2)c1 | 12 | -9 | 95 | 27 | -15 | 0 | -0.6 | -2.6 | -2
CN1C(=S)SC(/[N+]([O-])=C\c2ccc(Cl)cc2)C1(C)C (stereo not drawn) | 20 | 1 | 110 | 15 | 3 | 9 | 0.3 | -0.2 | -2
Cc1cc(OCC(=O)N[C@@H](CSCc2ccccc2)C(=O)O)c2c(C)c(C)c(=O)oc2c1 | -6 | 6 | 110 | 22 | 11 | 6 | 1.9 | -2.7 | 5
COc1cccc(OC)c1C(=O)N1CCN(Cc2ccc3c(c2)OCO3)CC1 | 9 | 2 | 96 | 13 | 0 | 4 | -1.8 | -1.5 | 5
CCOC(=O)C1CCCN(S(=O)(=O)c2ccc3c4c2CC(=O)N4CC(C)S3)C1 (stereo not drawn) | 15 | -7 | 104 | -4 | -47 | 1 | -0.2 | -1.3 | -3
CCOC(=O)Cn1c(C)nc2c(C(=O)OCC)sc(C)c2c1=O | 30 | 0 | 105 | 17 | -1 | 3 | -1.4 | -1.0 | -3
O=C(O)CN1C(=O)C(=O)N(Cc2c(F)cccc2Cl)C1=O | 4 | -3 | 100 | 21 | 5 | -1 | -1.6 | -0.5 | 11
CCCc1c(C(=O)Nc2ccc(N3CCOCC3)cc2)cnn1-c1ccccc1 | 18 | 5 | 84 | 12 | -22 | -28 | 1.5 | 1.0 | 30
CCCCNC(=O)COC(=O)c1ccc(SC)cc1OC | -6 | 2 | 82 | 24 | -21 | -12 | -3.9 | -2.4 | -1
O=C(O)c1cc(-c2ccncc2)nc2ccc(F)cc12 | 4 | 3 | 104 | 16 | 7 | 4 | -0.9 | -1.7 | 4
c1ccc(-c2ncc3ccccn23)cc1 | 7 | -6 | 96 | -16 | -3 | -1 | -3.2 | -4.1 | 11
Cc1cccc(NC(=O)CSc2nc3ccccc3c3nc(CCc4c(C)n[nH]c4C)nn23)c1 | 18 | 0 | 90 | -2 | -13 | -2 | 0.5 | -0.1 | -10
CCCCNC(=S)NNC(=O)c1csc(C(C)C)c1 | 18 | 5 | 98 | -16 | -5 | 1 | -0.8 | -1.9 | -4
COc1ccc(N2CCN(C(=O)CCCCCn3c(=S)[nH]c4cc5c(cc4c3=O)OCO5)CC2)cc1 | -10 | 4 | 104 | 10 | -20 | 2 | -3.4 | -4.2 | 12

Five compounds from above, ordered by heavy-atom count, highest first.
smiles | NALP1 yeast inh | PfM18AAP inh | MEKK2wt PB1 HTS | UBC9 SUMO inh | DNA FID counter | MEKK2 mut-MEK5 | VIM-2 inh | IMP-1 inh | HCV NS3 hel inh
O=C(NCc1ccco1)c1ccc(Cn2c(=O)c3ccccc3n(Cc3cccc(Cl)c3)c2=O)cc1 | 14 | -3 | 107 | 13 | -6 | 4 | -2.5 | -0.9 | 3
Cc1cccc(NC(=O)CSc2nc3ccccc3c3nc(CCc4c(C)n[nH]c4C)nn23)c1 | 18 | 0 | 90 | -2 | -13 | -2 | 0.5 | -0.1 | -10
Cc1sc(NC(=O)c2ccccc2)c(C(=O)N2CCN(C)CC2)c1C | -7 | -6 | 101 | 5 | 10 | 8 | 1.3 | -0.7 | 6
CCCCNC(=O)COC(=O)c1ccc(SC)cc1OC | -6 | 2 | 82 | 24 | -21 | -12 | -3.9 | -2.4 | -1
O=C(O)c1cc(-c2ccncc2)nc2ccc(F)cc12 | 4 | 3 | 104 | 16 | 7 | 4 | -0.9 | -1.7 | 4

New compounds follow:
smiles | NALP1 yeast inh | PfM18AAP inh | MEKK2wt PB1 HTS | UBC9 SUMO inh | DNA FID counter | MEKK2 mut-MEK5 | VIM-2 inh | IMP-1 inh | HCV NS3 hel inh
CC(C)C(C)(C#N)NC(=O)CSc1nc2scc(-c3ccc(F)cc3)c2c(=O)n1Cc1ccccc1 (stereo not drawn) | 23 | 10 | 93 | -42 | -7 | -2 | -2.7 | -1.1 | -21
CC(C)CN1C(=O)/C(=C(/C#N)C(=O)NC2CCCCC2)c2ccccc21 | 0 | -4 | 94 | 1 | 1 | -1 | 2.6 | -2.1 | 1
CC(C)n1c(O)c(N=Nc2ccccn2)c2ccccc21 | 34 | -4 | 101 | 2 | -7 | -1 | 0.7 | -2.4 | -5
CCOc1ccc(NC(=O)CC(Cc2cc(C)cc(C)c2)C(=O)O)cc1 (stereo not drawn) | -7 | -2 | 94 | 8 | -40 | 4 | -1.0 | -2.0 | 4
CCOc1ccc(S(=O)(=O)Nc2cccnc2)cc1 | 14 | -6 | 103 | 12 | -15 | 5 | -0.7 | -0.7 | 1
O=CNc1ccc(S(=O)(=O)NCc2ccccc2)cc1 | 5 | 1 | 103 | 2 | -4 | 11 | -1.9 | -2.0 | 11
COc1ccc2nc(SCC(=O)Nc3c(C)cc(C)cc3C)[nH]c2c1 | -15 | -2 | 101 | -6 | -6 | 3 | -2.9 | -2.9 | 2
Cc1ccc(OCCCC(=O)Nc2ccc(S(=O)(=O)Nc3ccccn3)cc2)cc1 | 6 | 10 | 93 | -2 | -22 | -5 | -0.9 | -0.7 | 2
COC1CCN(C(=O)CC2C(=O)NCCN2CC2CCCCC2)CC1 (stereo not drawn) | 12 | 9 | 105 | 4 | -11 | 3 | -2.6 | -1.4 | 0
COc1ccccc1-c1ccc(SCc2ccc(C)cc2)nn1 | -6 | 5 | 96 | -19 | -16 | -4 | -2.2 | -3.5 | -7
c1ccc2c(c1)CCN(c1nc3ccccc3n3cnnc13)C2 | -11 | -7 | 102 | 11 | -2 | 10 | 1.0 | -4.6 | 9
CC(C)C[C@H](NC(=O)C1CCN(S(=O)(=O)c2ccccc2)CC1)C(=O)NCc1ccncc1 | 21 | 5 | 104 | . | -21 | 3 | -2.5 | -0.7 | 4
Cc1noc(NS(=O)(=O)c2ccc(NC(=O)CSc3nnc4c(n3)[nH]c3ccccc34)cc2)c1C | 22 | 0 | 100 | 25 | -21 | -1 | 3.0 | -1.1 | 18
CSC(=O)NC12CC3CC(CC(C)(C3)C1)C2 | 0 | 4 | 98 | -4 | -2 | 5 | -0.6 | -2.4 | 9
Oc1cccc(/C=N/NC(=S)NCCN2CCOCC2)c1O | -34 | 29* | 99 | -33 | -12 | 1 | -0.8 | 0.6 | 14
CCCn1nnnc1NCc1ccc(CC)cc1 | 5 | -9 | 107 | 13 | -7 | 7 | 0.1 | 0.0 | 1
COC(=O)c1sc2cc([N+](=O)[O-])cc(SCC(C)C)c2c1N | 32 | 1 | 9.0* | 20 | 7 | 7 | -0.6 | -1.5 | 5
O=C(NCc1n[nH]c(=S)n1-c1ccc(Br)cc1)c1cccs1 | 1 | 34* | 99 | 3 | -3 | 3 | -3.0 | -4.4 | -9
O=C(Nc1ccc(O)cc1)C1CCCN1S(=O)(=O)c1ccc(F)cc1 (stereo not drawn) | . | 4 | 103 | 0 | 3 | 2 | -0.4 | -2.0 | -4
CN(Cc1ccc2nsnc2c1)Cc1nc(Cc2cccc(F)c2)no1 | 20 | 1 | 102 | 12 | -14 | 2 | -0.7 | -0.6 | 7
CCOC(=O)/C=c1\s/c(=C\c2sccc2C)c(=O)n1CC(=O)NCc1ccc(C)cc1 | -8 | 1 | 73 | 16 | -4 | -21 | -1.9 | -1.1 | 6
COc1ccc(NC2CCCN(C(=O)CCC3=NNC(=O)CC3)C2)cc1 (stereo not drawn) | 7 | 1 | 100 | 11 | -4 | 3 | 0.4 | -2.2 | 7
Cc1cc(/C=C(\C#N)C(=O)O)c(C)n1-c1ccc(Br)cc1 | . | 8 | 89 | 22 | -35 | -17 | -1.6 | -2.8 | 20

Structures listed so far that contain a Cl atom (5):
smiles | NALP1 yeast inh | PfM18AAP inh | MEKK2wt PB1 HTS | UBC9 SUMO inh | DNA FID counter | MEKK2 mut-MEK5 | VIM-2 inh | IMP-1 inh | HCV NS3 hel inh
CCOC(=O)CC1C(=O)NCCN1S(=O)(=O)c1ccc(Cl)cc1 (stereo not drawn) | 10 | 4 | 98 | -26 | -4 | -2 | 1.3 | -1.4 | 7
O=C(NCc1ccco1)c1ccc(Cn2c(=O)c3ccccc3n(Cc3cccc(Cl)c3)c2=O)cc1 | 14 | -3 | 107 | 13 | -6 | 4 | -2.5 | -0.9 | 3
CCCCn1c(=S)[nH]c2c(oc3ccc(Cl)cc32)c1=O | -15 | 8 | 92 | 10 | 0 | -6 | -3.5 | -3.3 | -2
CN1C(=S)SC(/[N+]([O-])=C\c2ccc(Cl)cc2)C1(C)C (stereo not drawn) | 20 | 1 | 110 | 15 | 3 | 9 | 0.3 | -0.2 | -2
O=C(O)CN1C(=O)C(=O)N(Cc2c(F)cccc2Cl)C1=O | 4 | -3 | 100 | 21 | 5 | -1 | -1.6 | -0.5 | 11
